# Screens deposited in PubChem BioAssay by Fisher Drug Discovery Resource Center.
# mcGAS inh – mouse cGAS inhibition by luminescence; Q8C6L5; recombinant cGAS, Kinase-Glo ATP depletion luminescence; inhibition, % at 12.5 µM; hit rate 0.15% among 160,000; AID 1259399;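 note: 0% = negative control wells and 100% = reference inhibitor with no enzyme activity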
# NPYLR7 ag – activates Aedes aegypti NPYLR7 receptor. HEK293T NPYLR7/Galpha15, GCaMP6s calcium fluorescence. AID 1259423. activation, % at 10 µM. hit rate 0.15% among 270,000; in the data active = activation above about 40%;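 note: 0% = vehicle and 100% = reference agonist at the receptor; some compounds past the cut are filed as inactive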
# hcGAS inh – inhibitors of human cGAS; Q8N884; recombinant h-cGAS, ATP depletion, Kinase-Glo luminescence; inhibition, % at 12.5 µM; hit rate 0.081% among 290,000; AID 1259398;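 note: 0% = vehicle reaction and 100% = reaction without DNA for no activity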
# Target sequence (Q8N884 whole entry, looked up): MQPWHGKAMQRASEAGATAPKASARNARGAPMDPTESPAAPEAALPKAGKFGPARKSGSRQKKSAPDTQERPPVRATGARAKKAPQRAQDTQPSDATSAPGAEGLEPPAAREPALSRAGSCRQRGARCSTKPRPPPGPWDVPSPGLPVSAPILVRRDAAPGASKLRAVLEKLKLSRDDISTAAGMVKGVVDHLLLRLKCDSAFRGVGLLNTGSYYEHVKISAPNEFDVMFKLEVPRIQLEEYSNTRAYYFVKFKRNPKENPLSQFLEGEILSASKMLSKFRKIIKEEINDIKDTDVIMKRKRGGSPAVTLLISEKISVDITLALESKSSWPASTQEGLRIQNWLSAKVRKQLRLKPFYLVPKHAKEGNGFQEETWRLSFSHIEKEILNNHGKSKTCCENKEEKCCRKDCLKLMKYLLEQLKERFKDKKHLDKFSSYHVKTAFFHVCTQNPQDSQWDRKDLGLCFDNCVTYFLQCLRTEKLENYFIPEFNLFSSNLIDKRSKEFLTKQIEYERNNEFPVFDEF
# Numbers without * were called inactive; nt = not tested or not shown. Cut-off read from the data, not from the text of the source, unless noted: active = inhibition above about 40%; inactive = the rest.
canonical_smiles	hcGAS inh	NPYLR7 ag	mcGAS inh
COc1cc(C2Nc3ccccc3C(=O)N2CC2CCCO2)cc(O)c1O (stereo not given)	6	-3	nt
CC(=NNS(=O)(=O)c1ccc(C)cc1)c1ccc2c(c1)OCCO2	-2	8	nt
O=C(COC(=O)c1ccc(Cl)s1)NC(=O)c1ccco1	-6	2	-15
Fc1ccccc1Nc1ncnc2[nH]ncc12	-8	3	nt
COc1ccccc1-c1cc(C(=O)NC2CC2)n2nc(-c3ccc(Cl)cc3)cc2n1	-3	2	-5
CCOC(=O)C(CC)Sc1ncnc2c1nnn2-c1ccc(OC)cc1 (stereo not given)	-4	4	-5
CN(C)Cc1cccc(C(=O)NCCCCN2CCOCC2)c1	-9	2	nt
C[C@@H]1CN(c2c(F)c(F)c3c(=O)c(C(=O)O)cn(C4CC4)c3c2F)C[C@H](C)N1	5	-8	nt
CCOC(=O)c1cc(C(=O)n2cc(Br)cn2)nn1C	2	11	nt
CCC(=O)Nc1c(-c2ccccc2OC)nc2ccc(C)cn12	-1	-1	-5
COc1ccc(NS(=O)(=O)c2cc(C(=O)Nc3ccccc3)ccc2C)cc1	1	-13	-4
COc1ccc(CCNC(=O)Nc2nn(Cc3ccc(C(F)(F)F)cc3)c3ccccc23)cc1OC	-4	15	-4
Clc1ccc(CN2CCN(N=Cc3cccs3)CC2)cc1	0	-7	-6
Cn1c(Cn2cnc3c2C(C)(C)OC3(C)C)nnc1C1CC(N)C1 (stereo not given)	-12	nt	-7
CCOC(=O)C1(Cc2ccc(F)cc2)CCCN(C(=O)c2sccc2C)C1 (stereo not given)	-11	5	nt
CCOC(=O)N1CCN(C(=O)c2noc(C)c2[N+](=O)[O-])CC1	-5	8	-5
N=c1sccn1CC(=O)Nc1ccc(I)cc1	-4	6	-4
CC1(C(=O)NCc2cccnc2)CCN1C(=O)C1(c2ccccc2)CC1 (stereo not given)	-10	0	nt
COC(=O)C[C@H]1C(C)(C)[C@@H](O)[C@@H]2CC3=C4CC(O)O[C@@H](c5ccoc5)[C@]4(C)CCC3[C@@]1(C)C2=O (stereo not given in full)	-7	nt	-5
Cc1ccc(C)c(Cn2c(=O)c3c(nc4n(CC(C)C)c(C)cn34)n(C)c2=O)c1	2	-1	-2
O=C(COC(=O)CN1C(=O)NC2(CCCC2)C1=O)NC1CCCCCC1	-9	4	-9
O=C(NCCc1nc(-c2ccccc2)cs1)c1cn(C2CCCCCC2)nn1	-8	11	-10
O=C(Cn1cnc2c(nnn2Cc2ccc(Cl)cc2)c1=O)N1CCc2ccccc21	1	5	nt
CNc1nc2cnc(Nc3cccc(O)c3)cc2n1-c1cccc(C(F)(F)F)c1	-6	4	-7
CC1CCN(c2n[nH]c(=S)n2C2CC2)CC1	1	9	nt
COC(=O)N(C)Cc1cccc(N2CCN(C(=O)OC(C)(C)C)CC2)c1	3	-2	-4
COc1ccccc1/C=C/C=C1\N=C(c2cc([N+](=O)[O-])ccc2Cl)OC1=O	-1	-4	nt
Cc1ccc(CNC(=O)CCC2CCCN(C(=O)c3cnccn3)C2)o1 (stereo not given)	-4	15	nt
O=C(CC1COCCN1)NCCc1ccc(Cl)cc1Cl (stereo not given)	2	0	nt
CCCc1nc(N2CCCN(S(=O)(=O)c3ccc(Cl)c([N+](=O)[O-])c3)CC2)c2c(-c3cccc(C(F)(F)F)c3)noc2n1	-4	nt	-5
O=C1Nc2cccc3cc(S(=O)(=O)Nc4ccccc4Cl)cc1c23	-5	-1	nt
O=c1oc2ccc3ccccc3c2cc1-c1csc(N/N=C\c2ccccc2)n1	-3	10	-2
Cc1ccc(-c2cc(C(=O)N3CC4(C)CC3CC(C)(C)C4)n(-c3ccc(Cl)cc3)n2)cc1C (stereo not given)	-4	nt	-4
O=S(=O)(Nc1c(F)cccc1F)c1c(Cl)cccc1Cl	-15	3	nt
CCOC(=O)c1ccc(OC2CC3CCC(C2)N3C(=O)c2ccc(CSc3ccc(C(F)(F)F)cn3)cc2)cc1 (stereo not given)	-14	11	-7
CNC(=O)NC(=O)CCN1CC(c2ccccc2Cl)c2c([nH]c3ccccc23)C1C (stereo not given)	1	41*	nt
CCn1c(=O)c2c(nc3n2CC(C)CN3c2ccc(F)cc2)n(C)c1=O (stereo not given)	-12	-1	nt
CCn1c(-c2ccccc2)nn(CN2CCC(C(=O)c3ccc(OC)cc3)CC2)c1=S	-4	8	-6
COc1ccc(C)c2sc(N(CCCN(C)C)C(=O)c3ccno3)nc12	0	0	nt
N#CC(=CC=Cc1ccco1)C(N)=S	61*	6	79*
CC1=NC2(CCN(C(=O)c3coc(COc4cccc(F)c4)n3)CC2)C(=O)N1	0	-17	-7
Cc1noc(C)c1CN(Cc1c(C)noc1C)C(=O)C1CC1C (stereo not given)	-10	1	nt
CCCn1cc(S(=O)(=O)c2ccc(OC)cc2)c(=O)c2cc(F)c(N3CCCC3)cc21	-3	0	-10
COc1cc2c(cc1-c1nccn1CCCc1cccnc1)OCO2	0	1	nt
O=C(NCC1(O)CCCNCC1)c1cc(-c2ccccc2)on1 (stereo not given)	-4	19	nt
CC1CCCC(C)N1NC(=O)c1ccc(Cl)c(S(N)(=O)=O)c1 (stereo not given)	-4	-6	-3
COc1cc(NC(=O)CNCCN2CCOC2=O)ccc1Cl	1	3	nt
COc1ccc2[nH]c3c(c2c1)CCN(C(=O)/C=C/c1cccc(C(F)(F)F)c1)C3c1ccc(-c2ccccc2C(F)(F)F)o1 (stereo not given)	-5	0	-6
COCC(C)NC(=O)c1cn(Cc2ccccc2C)nn1 (stereo not given)	-8	11	nt
CC(OCc1ccccc1)C(=O)NC1CCN(C(=O)c2ccccc2F)CC1 (stereo not given)	-9	2	nt
CN(C(=O)c1cccc(NCC(=O)O)c1)C(C1CC1)C1CC1	-2	0	nt
O=C(NC(c1ccccc1)C(Cl)(Cl)Cl)Oc1ccccc1 (stereo not given)	-6	2	nt
COCCn1c(=S)[nH]c2sc3c(c2c1=O)CCCC3	-8	-9	nt
CC(c1cccs1)N(C)Cc1nc(C(c2ccccc2)c2ccccc2)no1 (stereo not given)	-10	-9	-11
C=C(O)C(C)=O	-1	-2	-4
O=C(O)c1ccc2c(c1)C(=O)N(c1ccc(-c3nc(-c4ccccc4)c4ccccc4n3)cc1)C2=O	0	-6	-1
COCCN(Cc1ccc(OS(C)(=O)=O)cc1)C(=O)NC1CCCCC1	-8	-2	-6
O=C(/C=C/c1nccs1)N1CCN(C(=O)Nc2ccc(F)cc2)CC1	-7	0	-15
Cc1c(-c2ccc(F)cc2)[nH]c2ccc(CNC(=O)C(C)n3cccc3)cc12 (stereo not given)	-4	nt	-13
Cc1ccc2nc(N(CCCN(C)C)C(=O)c3ccc(Br)s3)sc2c1	2	-1	1

# The list goes on:
canonical_smiles	hcGAS inh	NPYLR7 ag	mcGAS inh
COc1ccccc1N1C(=O)/C(=C2/C(=O)N(C)c3ccccc32)SC1=S	-5	0	-3
CCOC(=O)c1cc(-c2cccc(NC(=O)c3c(C)noc3C)c2)n(-c2cccc(C)c2)n1	-3	22	-6
CNc1nc2cnc(-c3cccc4ccccc34)cc2n1-c1cccc(F)c1	-1	7	-6
O=C(CCN1C(=O)c2ccccc2C1=O)Nc1ccc2c(c1)OCCO2	-13	21	nt
Cn1cnc(S(=O)(=O)Nc2cc(C(F)(F)F)[nH]n2)c1Cl	-7	-1	-15
CC(=O)Nc1ccc(CN(C)c2c(C)nc3ccc(C(=O)N4CCN(C)CC4)cn23)cc1	-5	11	-3
C=CCN(CC(=O)N(Cc1ccc(F)cc1)Cc1ccc(C)s1)C(=O)c1ccc(Cl)cc1	-8	19	-6
O=C1NCCN2CCN(C(=O)c3csc(Cc4ccccc4)n3)CC12 (stereo not given)	-1	-2	nt
Cc1cc(C)cc(-n2nnc3c(=O)n(CC(=O)Nc4ccccc4C)cnc32)c1	-5	-4	-8
COCCN(CCC(=O)N1CCN(c2ccccc2F)CC1)c1nc(-c2cccs2)nc2ccccc12	-5	7	-8
CCc1cccc(C)c1NC(=O)c1c(-c2ccccc2)noc1C	-5	19	-7
Nc1ccc(-c2cc3c(cn2)ncn3-c2cccc(F)c2)cn1	-2	11	-7
C#CCO[C@@H]1C=C[C@H](OC(C)=O)[C@@H](COC(C)=O)O1	0	-5	nt
CN1C(=O)C2N=C(Sc3n[nH]c(N)n3)N(C)C2N(C)C1=O (stereo not given)	4	0	nt
O=C(c1ccccc1Oc1ccccc1)N1CCCC(O)(CO)C1 (stereo not given)	-6	2	-12
CCN(c1cc(C)cc(C)c1)S(=O)(=O)c1cccc(S(N)(=O)=O)c1	-10	5	nt
CCN(CC)CCSc1nnc(N2CCN(c3ccccc3)CC2)s1	-7	-5	-8
CN1CC2(CCN(C(=O)CCc3cccnc3)C2)OC1=O (stereo not given)	-5	8	nt
Cc1cc(C)n(C(=O)c2sccc2S(=O)(=O)N(C)c2ccc3c(c2)OCO3)n1	-7	-3	-7
CCONC(=O)c1ccc(CNS(=O)(=O)c2ccc(C)c(C)c2)cc1	-4	12	nt
O=C(c1ccccc1)N1N=C(c2cccs2)CC1c1cccs1 (stereo not given)	-6	5	-7
Cc1cc(C(=O)N(C)C2Cc3ccccc3C2)c(NC(=O)C(C)(C)C)s1	-3	-3	nt
Cc1ccc(CN2CCC(CNC(=O)CNC(N)=O)C2)c(C)c1F (stereo not given)	-3	33	nt
Cc1nnc(SCc2ccc(C(=O)O)cc2)n1-c1cccc(C(F)(F)F)c1	-1	-1	-5
CCOC(=O)c1nn(-c2ccccc2C)c(=O)cc1N1CCN(c2ccc(OC)cc2)CC1	-5	7	nt
Cc1ccc(-c2noc(COc3cc(C)ccc3C)n2)cc1	-6	-1	nt
CCn1c(=O)n(C2=C(CO)CN(CC3CCCCCCC3)CC2)c2ccccc21	-2	-9	nt
CC1CN(c2cc(Oc3cccc(Cl)c3)ncn2)CCN1C(=O)Cc1cccs1 (stereo not given)	-3	0	-3
CC(C)C(=O)N(Cc1ccccc1Cl)CC1CC(c2ccc(F)cc2F)=NO1 (stereo not given)	-5	10	-5
Cn1cnn(CN2CCCC2COc2ccccc2)c1=S (stereo not given)	-7	2	nt
Clc1ccc(C2(NCc3nnnn3-c3ccccc3)CC2)cc1Cl	-10	0	nt
Cc1cc(I)ccc1NC(=O)CSC(=O)c1ccccc1	-8	4	nt
CCOC(=O)C1CCN(C(=O)Cc2csc(NC(=O)CN(C(=O)c3ccc(Cl)cc3)C3CC3)n2)CC1	-7	13	-6
O=C(c1ccccc1)N1CCC(NCc2ccc3sccc3c2)CC1	-7	20	nt
COc1ccc(C(C)N(C)Cc2ccco2)cc1 (stereo not given)	-5	23	-9
COc1ccc(-c2cc(C(=O)N3CCN(c4cccc(C(F)(F)F)c4)CC3)n(-c3cccc(Cl)c3)n2)c(OC)c1	-4	4	-4

# Quoted at random: five records from the list
canonical_smiles	hcGAS inh	NPYLR7 ag	mcGAS inh
Cc1ccc(-c2noc(COc3cc(C)ccc3C)n2)cc1	-6	-1	nt
COc1ccc(C(C)N(C)Cc2ccco2)cc1 (stereo not given)	-5	23	-9
Cn1cnn(CN2CCCC2COc2ccccc2)c1=S (stereo not given)	-7	2	nt
COc1ccc(-c2cc(C(=O)N3CCN(c4cccc(C(F)(F)F)c4)CC3)n(-c3cccc(Cl)c3)n2)c(OC)c1	-4	4	-4
CCOC(=O)C1CCN(C(=O)Cc2csc(NC(=O)CN(C(=O)c3ccc(Cl)cc3)C3CC3)n2)CC1	-7	13	-6

# Following part:
canonical_smiles	hcGAS inh	NPYLR7 ag	mcGAS inh
CC(NC(=O)C(C)S(C)(=O)=O)c1ccc(-c2cccnc2)cc1 (stereo not given)	-6	7	nt
CCCCC(=O)Nc1cc(-c2cn3nc(OC)ccc3n2)ccc1Cl	-4	-8	-11
Cn1nnc2c(N3CCN(c4cccc(Cl)c4)CC3)ncnc21	-9	11	nt
COC(=O)CNC(c1ccccc1)c1cc(C)ccc1NC(=O)c1ccccc1 (stereo not given)	-6	-3	-7
COCCN(Cc1ccc(OS(C)(=O)=O)cc1)C(=O)Nc1cc(OC)cc(OC)c1	4	-3	1
N#Cc1ccnc(N2CCN(C(=O)NCC(F)(F)F)CC2)c1	-18	-1	nt
COc1ccc(-n2c(SCC(=O)N3CCN(C(=O)c4ccccc4Br)C(C)C3)nnc2-c2ccc(C)cc2)cc1 (stereo not given)	-5	nt	-6
Cc1ccsc1C1SC(C)C(=O)N1CCN(C(=O)NC(C)(C)C)C(C)C (stereo not given)	-1	16	-4
COc1ccc(S(=O)(=O)Oc2cc(CN(CCN(C)C)C(=O)c3ccccc3Cl)ccc2OC)cc1	-3	18	-7
CC(C)OC(=O)c1ccc(N=CC(C#N)c2nc(-c3cccs3)cs2)cc1 (stereo not given)	-8	3	-9
C#CCn1cnc2c(nnn2-c2ccc(OC)c(OC)c2)c1=O	-9	-1	-8
COc1cc(NCC2(c3ccccc3)CCN(C)CC2)ncn1	-4	9	-13
Cn1c(C(=O)O)ccc1-c1ccc(Br)cc1	-2	0	-12
O=C(CCl)Nc1ccc(S(=O)(=O)N2CCCCC2)cc1	-6	-3	-6
COc1ccc(/C=C/CN2CCN(C3CCN(C(C)C)CC3)C(CCO)C2)cc1 (stereo not given)	-4	13	-14
Cc1cc(C)cc(-c2nnc(SCc3nc(-c4ccsc4)no3)o2)c1	1	-2	nt

# Rows were taken by chance. Share with any hit: about 0.26%.
